Screening results: PubChem, several laboratories
PolyA inhibitor – inhibitors of polyadenylation in S. cerevisiae | 0.02% of 300,000 active | calls only at 12 µM | AID 1875 | S. cerevisiae SKY197-pL101 polyadenylation reporter, beta-gal luminescence; efflux-impaired pdr1/pdr3 knockout yeast; score 100 = 6 SD above DMSO;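 active = lowest replicate activity score at least 50, where 100 means six control SD above control mean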;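 note: yeast exposed to compound for 9 h at 30 °C; higher score means more reporter readthrough which indicates perturbed polyadenylation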
TRPC4 PAM – allosterically enhances the mouse TRPC4 cation channel. HEK293 TRPC4beta/mu-opioid, DAMGO EC20, Fluo-4 Ca2+ flux; hits give high values. Q9QUQ5. B-score at 10 µM. AID 2227. 0.42% of 310,000 active;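 active = B-score of calcium response area above 5 SD of library B-scores, with initial fluorescence ratio within 5 SD of library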;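 note: B-score of integrated fluorescence ratio over time as area under calcium response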
KCNK9 block – human KCNK9 channel inhibition; Q9NPC2; HEK293 KCNK9, FluxOR thallium flux fluorescence; hits give low values; B-score at 10 µM; 1.2% of 310,000 active;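 active = ratio B-score over 3 SD below the library mean, with starting fluorescence within 5 SD of its mean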;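 note: negative B-score means less thallium flux so channel inhibition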
DYRK1A inh – blocks rat Dyrk1A kinase activity; Q63470; ADP-Glo luminescence, NFATc1 peptide; inhibition, % at 12.5 µM; 0.43% of 310,000 active; AID 504441; in the data active = inhibition above about 50%;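 note: plate controls were vehicle with enzyme for no effect and no enzyme for full effect; many of its hits are not listed in these tables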
TRPC4 act – opens the mouse TRPC4 cation channel | Q9QUQ5 | HEK293 TRPC4beta/mu-opioid, Fluo4 calcium fluorescence; hits give high values | B-score at 10 µM | 0.49% of 310,000 active;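 active = B-score above 5 SD of library B-scores, and initial fluorescence ratio not above library mean plus 5 SD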;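 note: positive B-score marks a calcium rise read as TRPC4 activation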
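Incubation: 45 min room-temperature Fluo4 loading, 110 s read / System: HEK293 cells stably co-expressing mouse TRPC4beta and mu-opioid receptor / Signal: Fluo4 fluorescence, kinetic / Control set: buffer (low) and maximal DAMGO (high) / Measure: integrated baseline-normalised fluorescence ratio, converted to per-well B score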
Platelet DG rel – platelet dense granule release activity. human platelet-rich plasma, SFLLRN dense granule ATP release, luminescence. 0.22% of 300,000 active. inhibition, %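 (compounds screened at 7.5 µM in platelet-rich plasma)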;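 active = mean replicate score, as percent of positive control, at or above 50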
KCNK3 block – human KCNK3 channel inhibition, primary screen | CHO-KCNK3 thallium flux, FluxOR fluorescence; hits give low values | B-score at 10 µM | 0.84% of 340,000 active | AID 602410;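 active = B-score under library mean minus 4 SD, starting fluorescence ratio at most library mean plus 5 SD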;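 note: more negative B-score means stronger inhibition of thallium flux through KCNK3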
KCNQ1 pot – human KCNQ1 channel potentiation or activation | P51787 | CHO-K1 KCNQ1, thallium flux FluxOR fluorescence; hits give high values | B-score at 10 µM | 0.35% of 310,000 active;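 active = fluorescence ratio B-score, a plate-corrected score, at least three library SD, with initial intensity B-score within 5 SD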
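assay system = CHO-K1 cells stably expressing KCNQ1 | medium = assay buffer, equal DMSO in all wells | timing = 37 °C overnight plating, 90-min dark dye load, 20-min compound pretreatment | measured by = kinetic FluxOR thallium fluorescence, 10-s 1-Hz baseline, 110-s post-stimulus read | measure = fluorescence change relative to baseline, converted to B score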
KCNQ1 inh – inhibitors of human KCNQ1 potassium channel | P51787 | CHO-K1 KCNQ1, FluxOR thallium flux fluorescence; hits give high values | B-score at 10 µM | 1.3% of 310,000 active | AID 2642;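 active = compounds whose thallium flux B-score, printed positive for inhibition, exceeds three library SD while starting fluorescence stays within three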;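 note: channel opened by potassium depolarization with thallium stimulus after 20 min compound exposure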
hERG protect – hERG (human) protection from proarrhythmic block | 0.51% of 310,000 active | CHO-hERG, FluxOR thallium flux, dofetilide IC70 present | AID 1511 | Q12809 | activation (rescue from dofetilide block), less the hit threshold, % at 10 µM;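 active = activation above the mean of controls blocked by dofetilide plus 5 SD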;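 note: thallium influx through hERG after potassium depolarization seen as dye fluorescence rise; in these data hits start at about 4.7%; inactives centre near -7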
Target sequence (Q12809 whole entry, looked up): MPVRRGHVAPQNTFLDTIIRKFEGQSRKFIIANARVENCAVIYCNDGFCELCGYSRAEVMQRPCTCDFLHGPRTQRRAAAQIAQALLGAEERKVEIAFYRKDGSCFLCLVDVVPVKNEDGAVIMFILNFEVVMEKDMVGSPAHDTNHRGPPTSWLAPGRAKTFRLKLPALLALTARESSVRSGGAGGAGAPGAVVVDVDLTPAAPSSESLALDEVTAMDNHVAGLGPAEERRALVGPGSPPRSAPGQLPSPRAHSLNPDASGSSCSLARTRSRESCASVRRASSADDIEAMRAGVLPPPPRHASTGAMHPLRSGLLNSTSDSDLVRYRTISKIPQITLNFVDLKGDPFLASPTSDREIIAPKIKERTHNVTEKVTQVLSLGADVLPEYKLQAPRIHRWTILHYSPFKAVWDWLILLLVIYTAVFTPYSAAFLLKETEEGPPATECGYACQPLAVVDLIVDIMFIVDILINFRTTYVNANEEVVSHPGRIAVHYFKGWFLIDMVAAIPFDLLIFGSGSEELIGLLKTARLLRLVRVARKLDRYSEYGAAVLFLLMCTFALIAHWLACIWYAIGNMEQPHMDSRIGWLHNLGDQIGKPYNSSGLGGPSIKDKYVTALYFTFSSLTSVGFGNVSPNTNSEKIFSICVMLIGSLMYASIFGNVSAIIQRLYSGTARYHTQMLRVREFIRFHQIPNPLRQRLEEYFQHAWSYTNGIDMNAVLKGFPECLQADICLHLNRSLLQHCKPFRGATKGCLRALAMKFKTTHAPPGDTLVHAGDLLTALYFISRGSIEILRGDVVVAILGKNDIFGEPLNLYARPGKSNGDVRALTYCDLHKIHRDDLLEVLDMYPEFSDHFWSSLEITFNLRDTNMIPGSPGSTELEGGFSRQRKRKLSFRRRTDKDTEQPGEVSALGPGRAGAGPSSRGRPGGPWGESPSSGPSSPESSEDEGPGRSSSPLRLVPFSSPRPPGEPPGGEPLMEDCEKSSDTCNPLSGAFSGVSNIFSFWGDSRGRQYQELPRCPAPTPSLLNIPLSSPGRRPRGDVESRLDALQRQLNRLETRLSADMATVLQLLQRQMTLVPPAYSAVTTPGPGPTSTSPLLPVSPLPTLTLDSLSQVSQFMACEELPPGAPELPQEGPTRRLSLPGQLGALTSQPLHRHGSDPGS
TRPC4 block – blocks the mouse TRPC4 cation channel; HEK293 TRPC4beta/mu-opioid, DAMGO-evoked Fluo4 calcium flux; hits give low values; B-score at 10 µM; 0.39% of 300,000 active; AID 2247;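 active = B-score over 3 SD under the library average, no early fluorescence shift, positive overall ratio signal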
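Material: HEK293 cells with stable TRPC4beta plus mu-opioid receptor expression / Probe or stimulus: DAMGO in two steps, submaximal then maximal / Compound: single concentration per test compound / Technique: kinetic Fluo4 fluorescence imaging of calcium influx / Read-out: per-well B score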
Starred values were filed as active, the others as inactive; i = inactive; · = no result given. The list is partial (hit frequency here may not be typical).

SMILES	PolyA inhibitor	TRPC4 PAM	KCNK9 block	DYRK1A inh	TRPC4 act	Platelet DG rel	KCNK3 block	KCNQ1 pot	KCNQ1 inh	hERG protect	TRPC4 block
Cc1ccc(-n2nc3c(c2NC(=O)C(C)C)CS(=O)(=O)C3)c(C)c1	i	i	i	4	i	3	i	i	i	-5	i
Cc1cccc(Cc2c(C)nc3c(C(=O)N4CCN(Cc5ccc6c(c5)OCO6)CC4)cnn3c2C)c1	i	i	i	10	i	0	i	i	i	-18	i
CCC(C)NCCOCCOc1cc(C)c(Cl)c(C)c1 (stereo unspecified)	i	i	i	3	i	8	i	i	i	-4	i
CC1Cc2ccccc2N1C(=O)NC1CC(=O)N(c2ccc3c(c2)OCCO3)C1 (stereo unspecified)	i	i	i	3	i	-5	i	i	i	-16	i
O=C(O)CCCCCNC(=O)OCC1c2ccccc2-c2ccccc21	i	i	i	4	i	2	i	i	i	-9	i
O=c1c2cnn(-c3ccccc3)c2ncn1Cc1cccnc1	i	i	i	-10	i	-4	i	i	i	-3	i
COc1cc(/C=N\NC(=O)CC#N)ccc1OC/C=C/c1ccccc1	i	i	i	-4	i	15	i	i	i	-8	i
CCOC(=O)c1cncc(O)c1	i	i	i	0	i	10	i	i	i	-9	i
Cn1c(=O)c2c(ncn2CC(=O)Nc2nc(-c3ccc(F)c(F)c3)cs2)n(C)c1=O	i	i	i	-16	i	-2	i	i	i	-7	i
C=CCNC(=O)c1onc(CSc2ccc(Cl)cc2)c1C(=O)NCC=C	i	i	i	4	i	9	i	i	i	-6	i
Clc1ccccc1/C=N/N1CCN(Cc2ccccc2)CC1	i	i	i	-4	i	6	i	i	i	-10	i
O=C(CSC1=NS(=O)(=O)c2cc(F)ccc2N1)NCc1ccccc1	i	i	i	5	i	2	i	i	i	-8	i
COCC(=O)N(CCc1ccccc1)Cc1cc2cc(C)ccc2nc1Cl	i	i	i	7	i	-1	i	i	i	-8	i
Cc1ccc(C(=O)N/N=C\C2CC=CCC2)cc1[N+](=O)[O-] (stereo unspecified)	i	i	i	-3	i	4	i	i	i	-8	i
Cc1cc(=O)[nH]c2ccccc12	i	i	i	19	i	-2	i	i	i	-10	i
O=[N+]([O-])c1ccccc1/C=N/n1c(C2CCCCC2)n[nH]c1=S	i	i	i	7	i	-30	i	i	i	-9	i
Cc1cc(OCC(=O)Nc2cnn(CCCC(=O)O)c2)ccc1Cl	i	i	i	2	i	0	i	i	i	-5	i
CCOc1c(Cl)cc(CNCc2ccncc2)cc1OC	i	i	i	4	i	-1	i	i	i	-3	i
NC(=O)c1cccc(CS(=O)(=O)c2ccc(Cl)cc2)c1	i	i	i	2	i	-8	i	i	i	-2	i
CS(=O)(=O)N(CC(=O)N1CCOCC1)c1ccccc1Br	i	i	i	-6	i	-3	i	i	i	-8	i
Cc1ccc2cc(C)c3nnc(SCC(=O)Nc4nc5c(s4)CCCC5)n3c2c1C	i	i	i	6	i	5	i	i	i	-14	i
O=C(CNc1cccc(S(=O)(=O)N2CCCC2)c1)Nc1cccc(Br)c1	i	i	i	4	i	0	i	i	i	-18	i
Cc1cc(-c2nnc(SCC(=O)Nc3ccccc3)n2C)no1	i	i	i	1	i	2	i	i	i	-3	i
O=C1/C(=C/c2cccc(Br)c2)SC(=S)N1CCC(=O)N(CCO)c1ccccc1	i	i	i	14	i	4	i	i	i	-8	i
O=C(Nc1ccc(Cl)cc1)Nc1ccc(N2CCCC2)c(S(=O)(=O)Nc2ccccc2Cl)c1	i	i	i	-5	i	0	i	i	i	-6	i

(cont.)
SMILES	PolyA inhibitor	TRPC4 PAM	KCNK9 block	DYRK1A inh	TRPC4 act	Platelet DG rel	KCNK3 block	KCNQ1 pot	KCNQ1 inh	hERG protect	TRPC4 block
CC(C)(C)c1ccccc1NC(=O)c1ccc(-n2cncn2)c([N+](=O)[O-])c1	i	i	i	7	i	-12	i	i	i	-8	i
CC(C)N(C(=S)NCc1ccccc1)C(C)C	i	i	i	-66	i	3	i	i	i	-5	i
CC(C)Cc1nc(SCC(=O)Nc2nnc(CC(C)C)s2)n[nH]1	i	i	i	-4	i	1	i	i	i	-12	i
Cc1ccsc1C(C(=O)NC(C)(C)C)N(Cc1ccco1)C(=O)c1csnn1 (stereo unspecified)	i	i	i	-6	i	-4	i	i	i	-4	i
Cc1ccc(N2CC(O)=C(c3ccccc3)C2=N)cc1	i	i	i	1	i	-4	i	i	i	-11	i
Nc1ccc(C(=O)c2cccs2)cn1	i	i	i	-2	i	2	i	i	i	-3	i
O=C(Nc1ccc(-c2cn3ccsc3n2)cc1)C1CC1	i	i	i	-5	i	·	i	i	i	-4	i
Cc1nnc(SCC(=O)Nn2cnnc2)s1	i	i	i	-8	i	33	i	i	i	1	i
COc1ccc(N2CCN(C(=O)c3ccc(S(=O)(=O)N4CCCC4)cc3)CC2)cc1	i	i	i	-6	i	-5	i	i	i	-3	i
O=C(NCc1ccc(F)cc1)c1cnn2ccccc12	i	i	i	4	i	-6	i	i	i	-10	i
Cn1c(SCC(=O)Nc2ccc3c(c2)OCCO3)nnc1-c1ccncc1	i	i	i	-3	i	4	i	i	i	-7	i
COc1ccccc1C(=O)CC(=O)c1ccccc1	·	i	i	1	i	5	i	i	i	-7	i
O=C(NCC(c1ccco1)N1CCc2ccccc21)c1ccccc1F (stereo unspecified)	i	i	i	9	i	-5	i	i	i	-15	i
COc1ccc(OCC(=O)Nc2ccc(S(=O)(=O)N3CCCCC3)cc2)cc1	i	i	i	-1	i	-2	i	i	i	-9	i
CC(=O)Nc1ccc(NCN2C(=O)C3C4CCC(C4)C3C2=O)cc1 (stereo unspecified)	i	i	i	-7	i	3	i	i	i	-5	i
Cc1cc(Oc2ccc(-c3nnc(-c4ccccc4)o3)cc2[N+](=O)[O-])ccc1Cl	i	i	i	-6	i	20	i	i	i	-5	i
COC(=O)/C(=C\C=C\c1ccccc1)NC(=O)c1ccccc1	i	i	i	-3	i	-9	i	i	i	-6	i
Cn1c(SCC(=O)NCc2ccc(F)cc2)nc2c([nH]c3ccccc32)c1=O	i	i	i	·	i	7	·	i	i	-6	i
COc1ccc(CNC(=O)Cn2cc3c(n2)CCCCC3)cc1	i	i	i	1	i	3	i	i	i	2	i
Cc1nc(NC(=O)CN2CCN(c3ccccc3F)CC2)sc1C(=O)N(C)C	i	i	i	-3	i	5	i	i	i	-2	i
C[C@@H]1CCC2[C@](C)(CO)[C@@H](O)CC[C@]2(C)[C@@]12CCC(CO)(CCO)O2 (stereo partly specified)	i	i	i	-4	i	8	i	i	i	-7	i
Cc1cc2n(c(=O)c1C#N)CCCN2c1cccc(Cl)c1	i	i	i	-3	i	2	i	i	i	-9	i
Cc1cc(C)c2oc(C(=O)N(Cc3ccccc3)c3ccccn3)cc(=O)c2c1	i	i	i	5	i	6	i	i	i	-9	i
Cc1ccnc(NC(=O)c2ccc(N3C(=O)CCC3=O)cc2)c1	i	i	i	-5	i	4	i	i	i	-5	i
Cc1ccc2cc(CCNC(=O)c3ccc4c(c3)OCO4)c(=O)[nH]c2c1	i	i	i	-1	i	6	i	i	i	-10	i

Single records, from the list above. Screens in order: PolyA inhibitor	TRPC4 PAM	KCNK9 block	DYRK1A inh	TRPC4 act	Platelet DG rel	KCNK3 block	KCNQ1 pot	KCNQ1 inh	hERG protect	TRPC4 block
Cc1nnc(SCC(=O)Nn2cnnc2)s1 reads i	i	i	-8	i	33	i	i	i	1	i
COc1ccc(N2CCN(C(=O)c3ccc(S(=O)(=O)N4CCCC4)cc3)CC2)cc1 reads i	i	i	-6	i	-5	i	i	i	-3	i
CC(=O)Nc1ccc(NCN2C(=O)C3C4CCC(C4)C3C2=O)cc1 (stereo unspecified) reads i	i	i	-7	i	3	i	i	i	-5	i
Cc1ccsc1C(C(=O)NC(C)(C)C)N(Cc1ccco1)C(=O)c1csnn1 (stereo unspecified) reads i	i	i	-6	i	-4	i	i	i	-4	i

Remaining list, next part.
SMILES	PolyA inhibitor	TRPC4 PAM	KCNK9 block	DYRK1A inh	TRPC4 act	Platelet DG rel	KCNK3 block	KCNQ1 pot	KCNQ1 inh	hERG protect	TRPC4 block
CCOC(=O)c1ccc(-n2ccnc2)c(NC(=O)c2ccc(Cl)cc2)c1	i	i	i	-2	i	-17	i	i	i	-13	i
O=C(NCCN1CCOCC1)C(=O)NCC1OCCCN1S(=O)(=O)c1cc(F)ccc1F (stereo unspecified)	i	i	i	0	i	-14	i	i	i	-7	i
Cc1cc(=O)n(CCc2ccccc2)c(O)c1C#N	i	i	i	13	i	23	i	i	i	-9	i
COc1ccc(Cc2nnc(Nc3ccc(Cl)cc3)[nH]c2=O)cc1	i	i	i	2	i	-9	i	i	i	-16	i
CCCCN(C(=O)c1cc(Cl)nc2ccccc12)c1c(N)n(CCCC)c(=O)[nH]c1=O	i	i	i	7	i	-5	i	i	i	-8	i
CCOC(=O)c1c(C)[nH]c(C)c1S(=O)(=O)NCc1ccccc1C	i	i	i	1	i	1	i	i	i	-5	i
COc1ccc(CCn2c(-c3ccc(F)cc3)nc3c(c(=O)c4ccccc4n3C)c2=O)cc1OC	i	i	i	·	i	-2	i	i	i	-7	i
Cc1cc(OC(C)C(=O)NCc2ccncc2)c2c(C)cc(=O)oc2c1 (stereo unspecified)	i	i	i	-3	i	0	i	i	i	-6	i
CN1CCN(C(=O)C2=C[C@@H](c3ccccc3)C[C@@H](OCc3ccc(CO)cc3)O2)CC1	i	i	i	2	i	4	i	i	i	-5	i
Cc1cc(OCc2nn[nH]n2)c2c(C)c(CC(=O)O)c(=O)oc2c1	i	i	i	0	i	-4	i	i	i	-7	i
O=C(O)CCCC(=O)Nc1ccccc1-n1ccnc1	i	i	i	1	i	-2	i	i	i	-3	i
O=C1COc2ccc(C(=O)COC(=O)CCSc3ccccc3)cc2N1	i	i	i	7	i	1	i	i	i	-8	i
Cc1ccc(NC(=O)C2OCCc3ccccc32)cc1 (stereo unspecified)	i	i	i	-4	i	-3	i	i	i	-6	i
S=C(NNc1cccc(Cl)c1)NC1CCCCC1	i	i	i	·	i	-5	i	i	i	-13	i

Part of the list above with just Platelet DG rel and KCNQ1 inh.
structure,Platelet DG rel,KCNQ1 inh
C[C@@H]1CCC2[C@](C)(CO)[C@@H](O)CC[C@]2(C)[C@@]12CCC(CO)(CCO)O2 (stereo partly specified),8,i
Cc1cc2n(c(=O)c1C#N)CCCN2c1cccc(Cl)c1,2,i
Cc1cc(C)c2oc(C(=O)N(Cc3ccccc3)c3ccccn3)cc(=O)c2c1,6,i
Cc1ccnc(NC(=O)c2ccc(N3C(=O)CCC3=O)cc2)c1,4,i
